Source: PubChem BioAssay (National Center for Advancing Translational Sciences (NCATS))
Sm TGR block – blocks Schistosoma mansoni thioredoxin glutathione reductase; Q962Y6; purified TGR, DTNB reduction, TNB absorbance 405 nm; Potency, µM (highest dose often 114 µM), inactives show at the top dose activity change, negative = inhibition, hits mostly inhibitors; 360,000 compounds, 3% hits; AID 485364; further: potency means the concentration at half of the fitted maximal effect; nearly all actives have a fitted effect of over 60% in size
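Kinetic colorimetric format: TGR-catalysed, NADPH-driven DTNB reduction monitored via TNB absorbance. Enzyme dispensed at 20 nM; compound exposure 15 min at room temperature before reaction start.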
FBPA Giardia inh – inhibitors of Giardia lamblia fructose-1,6-bisphosphate aldolase | 290,000 compounds, 0.71% hits | Potency, µM (top dose mostly 59.6 µM), for the others: at the top dose activity, negative = inhibition, hits mostly inhibitors | A8B2U2 | AID 2451 | purified Giardia FBPA; further: potency means the concentration at half of the fitted maximal effect; nearly all actives have a fitted effect of over 55% in size
Target sequence (A8B2U2 whole entry, looked up): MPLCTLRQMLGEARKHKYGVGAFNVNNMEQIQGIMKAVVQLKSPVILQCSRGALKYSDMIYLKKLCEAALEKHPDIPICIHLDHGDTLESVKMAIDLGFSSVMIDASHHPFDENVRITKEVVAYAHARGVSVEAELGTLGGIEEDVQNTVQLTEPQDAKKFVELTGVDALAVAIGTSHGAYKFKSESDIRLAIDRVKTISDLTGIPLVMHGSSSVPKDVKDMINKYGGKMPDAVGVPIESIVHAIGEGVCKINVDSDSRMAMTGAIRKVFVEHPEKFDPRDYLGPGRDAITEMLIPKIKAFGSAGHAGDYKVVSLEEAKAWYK
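40 nM FBPA preincubated 10 min at RT with compound (up to 57.5 uM final), then substrate plus GAPDH/TPI/NAD/arsenate coupling and diaphorase/resazurin added. Fluorescence read after 20 min at RT, 525/598 nm.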
HCMV antiviral – blocks human cytomegalovirus replication; 410,000 compounds, 4.5% hits; activity change, negative = inhibition, % at 57.5 µM; HFF cells, HCMV-luciferase reporter, 72 h; stronger effect = lower value; in the data active means activity change below about -60%; inconclusive means no clear call, values can overlap the other calls; inactive means above about -39%
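Compounds were evaluated in HFFs infected with an HCMV luciferase reporter virus (MOI 1 PFU/cell). Luciferase in lysates collected 72 h post infection served as the replication measure.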
AMA1-RON2 inh – AMA1-RON2 (P. falciparum) interaction inhibition. AlphaScreen AMA1-biotinylated RON2 peptide binding. 360,000 compounds, 0.2% hits. Potency, µM (series often up to 58.2 µM), for inactives: at the highest dose activity change, negative = inhibition, hits mostly inhibitors;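 further: potency means the concentration at half of the fitted maximal effect; 0% = vehicle wells and -100% = peptide control; nearly all actives have a fitted effect of over 45% in size; some results filed as inactive show a strong effect at the top dose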
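AMA1 (3D7) with his tag at 25 nM final met compounds first, then biotinylated RON2 peptide at 25 nM; detection used donor plus acceptor beads, 10 µg/mL apiece, read by AlphaScreen after 30 min at room temperature.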
HCV inh – inhibitors of hepatitis C virus infection | Huh7.5.1 HCVcc-Cre infection, luciferase reporter, 44 h | 340,000 compounds, 3.4% hits | AID 651820 | Potency, µM (doses to about 41.8 µM), for the others: at the highest dose activity change, negative = inhibition, usual class: inhibitors; further: potency means the concentration at half of the fitted maximal effect
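After 44 h co-culture of compound, cells and HCVcc-Cre (~0.5 moi), substrate is added for 15 min at room temperature and luciferase measured over 15 sec. Cells were seeded at 1,000/well and pre-cultured 4 h.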
AmpC detergent – AmpC beta-lactamase inhibition with detergent present; P00811; AmpC hydrolysis of nitrocefin, absorbance 480 nm, 0.01% Triton; Potency, µM (doses to about 114 µM), without a hit: top-dose activity change, negative = inhibition, actives largely listed as inhibitors; 370,000 compounds, 0.041% hits;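 further: potency means the concentration at half of the fitted maximal effect; 0% = no-compound wells and -100% = no-enzyme wells; nearly all actives have a fitted effect of over 25% in size; some results filed as inactive show a strong effect at the top dose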
Target sequence (P00811 whole entry, looked up): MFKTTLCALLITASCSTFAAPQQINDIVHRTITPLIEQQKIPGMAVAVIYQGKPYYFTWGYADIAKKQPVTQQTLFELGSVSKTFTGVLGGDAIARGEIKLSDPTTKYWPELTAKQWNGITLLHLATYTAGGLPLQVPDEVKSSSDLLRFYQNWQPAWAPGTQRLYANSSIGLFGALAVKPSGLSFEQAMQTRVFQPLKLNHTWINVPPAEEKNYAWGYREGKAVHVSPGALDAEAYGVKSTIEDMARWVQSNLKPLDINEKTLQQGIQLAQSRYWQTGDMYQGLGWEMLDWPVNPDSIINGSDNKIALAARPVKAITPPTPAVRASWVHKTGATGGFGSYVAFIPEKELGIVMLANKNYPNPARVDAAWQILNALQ
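20 mM phosphate pH 7.0 + 0.01% (detergent screen) or 0.0001% Triton X-100; 5.3 nM AmpC reagent; cpd preinc 15 min RT; nitrocefin (800 uM stock) to start; A480 q20 s × 4 min; Activity was normalised to no-enzyme and no-compound control wells.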
* marks the source's active call; other numbers are inactive results; ? = inconclusive; . = no result given; & = joins results of further samples; [ ] = dose if it differs, or a comment. Unless noted, the call rests on the fitted dose curve; in most records, active means well fitted curve in the direction sought with a large enough effect; inconclusive means small, poorly fitted or top-dose-only effect, or another doubt; inactive means no such curve, though single readings can be large; an effect the other way counts as inactive or inconclusive. Unless noted, on the % scale 0 is the no-effect control and ±100 the full control effect.

SMILES	Sm TGR block	FBPA Giardia inh	HCMV antiviral	AMA1-RON2 inh	HCV inh	AmpC detergent
CCOC(=O)C1C(=O)NC(C(=O)OCC)(C(=O)OCC)C1C(C)CC (centres undefined)	.	.	-23	-4%	11%	.
CCOC(=O)C1=C(C)NC(C)=C(C(=O)OCC)C1c1ccco1	-24%	2%	56	-3%	-15%	-4%
Cc1c(C(=O)Nc2ccc(S(=O)(=O)Nc3ncccn3)cc2)oc2ccc(Cl)cc12	-20%	.	6	-3%	11%	-7%
COc1ccc(N2CCN(C(=O)CN3C(=O)NC(C)(C4CC4)C3=O)CC2)cc1 (centres undefined)	-2%	.	15	-5%	10%	2%
COCCCN1CC23C=CC(O2)C(C(=O)O)C3C1=O (centres undefined)	-1%	-6%	9	-1%	10%	-13%
CN(C)S(=O)(=O)c1cccc(C(=O)NC(=S)N(CCC#N)Cc2cccnc2)c1	-7%	5.6µM*	59	61%[activator]	13%	-7%
Cc1ccc(C2CC(=O)C(C=NCCN3CCN(C(=S)Nc4ccccc4)CC3)=C(O)C2)cc1 (centres undefined)	-4%	8%	-22	57%[activator]	21%	1%
CC(=O)COc1ccc2c3c(c(=O)oc2c1C)CCCCC3	-3%	-2%	?	15%	11µM*	-3%
CC(C)C(NC(=O)c1ccc(C(C)(C)C)cc1)C(=O)NCC(c1ccccc1)N(C)C (centres undefined)	-3%	-2%	-40	-3%	-28%	3%
Cc1ccccc1OCCSc1nnc(C)n1-c1ccccc1	-2%	2%	42	2%	21%	1%

Full records as entered above. Screens in order: Sm TGR block | FBPA Giardia inh | HCMV antiviral | AMA1-RON2 inh | HCV inh | AmpC detergent
Results for `Cc1c(C(=O)Nc2ccc(S(=O)(=O)Nc3ncccn3)cc2)oc2ccc(Cl)cc12` = -20% | . | 6 | -3% | 11% | -7%
Results for `CC(C)C(NC(=O)c1ccc(C(C)(C)C)cc1)C(=O)NCC(c1ccccc1)N(C)C` (centres undefined) = -3% | -2% | -40 | -3% | -28% | 3%

(list continues)
SMILES	Sm TGR block	FBPA Giardia inh	HCMV antiviral	AMA1-RON2 inh	HCV inh	AmpC detergent
COc1cccc(CNC(=O)COc2cc(=O)n(C)c3ccccc23)c1	2%	.	-1	.	.	3%
CC(C)CNC(=O)C(=O)N/N=C/c1cccs1	-17%	8%	7	-3%	27%	-12%
CC1=CC(c2ccccc2)n2nnnc2N1 (centres undefined)	-30%	0%	34	-4%	12%	8%
COc1ccccc1C(=O)Nc1nnc(S(=O)(=O)N(C)c2ccc(Cl)cc2)s1	-1%	.	6	.	.	2%
CC1CCCC(NC(=O)CCNC(=O)c2ccc(Br)cc2)C1C (centres undefined)	0%	.	-9	-9%	10%	-13%
CCOC(=O)c1ccc(NC(=O)C2Cc3ccccc3CN2S(=O)(=O)c2ccc(Cl)cc2)cc1 (centres undefined)	16%	.	-31	.	.	1%
CCCc1nc(SCC(=O)N2CCc3ccccc3C2)c2ccccc2n1	4%	-4%	?	-4%	?	-12%
CC(C)(C)c1ccc(COC(=O)CN2C(=O)NC3(CCCC3)C2=O)cc1	2%	.	-7	-8%	22%	-2%
COc1ccc(-c2c(-c3cc(OC)cc(OC)c3)sc3ccc(OC)cc23)cc1	.	.	-8	-2%	0%	.
COc1ccc(C/C(C)=N/NC(=S)Nc2ccc(Cl)cc2)cc1	5%	?	-15	57%[activator]	6%	-7%
N#CC1=C(N)Oc2cc(N)ccc2C1c1cccc(Br)c1 (centres undefined)	7%	10%	-75*	-2%	-13%	0%
COc1ccc(S(=O)(=O)NCCC(=O)NC2CCCCC2C)cc1[N+](=O)[O-] (centres undefined)	.	.	-40	-10%	-9%	.
Cc1ccccc1N/C(=C(/C(Cl)=C(Cl)Cl)[N+](=O)[O-])n1nnc2ccccc21	14µM*	?	30	-10%	?	-2%
CCN1CCC[C@H]1CNC(=O)c1c(OC)ccc(Br)c1OC	0%	2%	-32	0%	-14%	-2%
Cc1ccc(C)c(Cn2c(=O)n(CCCCC(=O)NCc3ccc4c(c3)OCO4)c(=O)c3ccccc32)c1	0%	.	4	.	.	22%
COc1cc(NC(=S)Nc2ccccn2)c(OC)cc1Cl	-16%	0%	-14	13%	-1%	-2%
COc1ccc(CCNC(=O)c2cc(-c3ccccc3)nc3ccccc23)cc1OC	-1%	.	-15	.	.	-5%
CC(=O)N(c1cccc(Br)c1)C1C=CS(=O)(=O)C1 (centres undefined)	3%	-1%	-4	-3%	1%	?
COc1ccc(S(=O)(=O)Nc2cccc(-c3ccc(N4CCCCCC4)nn3)c2)c(OC)c1	0%&1%	.	-23&-20	-12%	3.5µM*	-7%&11%
CCOC(=O)c1cccc(NC(=O)C2CCN(S(=O)(=O)c3cccs3)CC2)c1	-1%	1%	-18	12%	?	-3%
CC(/C=N/n1c(-c2n[nH]c3c2CCC3)n[nH]c1=S)=C\c1ccco1	35µM*	?	-8	75%[activator]	13%	-1%
C=CCNc1nc(N)c(C(=O)Nc2cc(C)on2)s1	-4%	?	60	18%	3%	-16%
O=C(CCS(=O)(=O)c1ccccc1)N(CCCN1CCOCC1)c1nc2ccc(F)cc2s1	13µM*	.	104	-1%	-5%	-24%
Cc1ccc(NC(=O)CN2C(=O)S/C(=C/c3ccc(-c4cc(C(=O)O)ccc4C)o3)C2=O)cc1C	-26%	-15%	-33	-15%	21%&-21%	-1%
COc1ccc(C)cc1NC(=O)CN(C)S(=O)(=O)c1cnc[nH]1	9%	-1%	-15	10%	-6%	1%
Fc1ccc2nc(N3CCCC3)sc2c1	?	-1%	14	16%	-46%	3%
Cc1ccc(C)c(OCC(=O)N2CCc3ccccc3C2)c1	2%	3%	25	-8%	-16%	-7%
CCOC(=O)NNC(=O)C12CC3CC(CC(C3)C1)C2	-7%	1%	?	35%[activator]	-7%	3%
O=C(N/N=C/c1c[nH]c2ccccc12)c1ccccc1	-1%	6%	33	13%	11%	2%
COCC1CCN(C(=O)c2cc(COc3ccc(-n4cncn4)cc3)on2)CC1	-23%	0%	-33	0%	-20%	-1%
CCCc1cc(=O)oc2c(C)c(OCC(=O)NC3CC(C)(C)NC(C)(C)C3)ccc12	-3%	.	-19	-5%	?	-5%
CCCC(=O)NC(c1ccccc1Cl)c1c(O)ccc2ccccc12 (centres undefined)	-21%	-16%	-16	7%	-22%	-11%
COc1ccc(NS(=O)(=O)c2cccc(C(=O)NN=Cc3cc(Br)c(O)c(Br)c3)c2)cc1	.	.	-30	29%	-9%	.
CCOc1ccccc1NC(=O)CN(C)S(=O)(=O)c1cnc[nH]1	-11%	1%	-5	10%	-2%	4%
COc1ccc(NC(=O)NCCCN2CCN(c3cc(C)ccc3C)CC2)cc1	3%	8%	-40	-18%	10µM*	?
O=C(Nc1ccc2[nH]ncc2c1)C1CCC1	-9%	13%	14	-9%	5%	0%
CCC(=O)C1=C(c2ccc(F)cc2)N(C(=O)CC)n2c(nnc2-c2ccc(OC)cc2)S1	10%	.	5	.	.	1%
O=c1c2sc3nc(N4CCOCC4)c4c(c3c2ncn1C(c1ccccc1)c1ccccc1)CCCC4	.	.	-38	-4%	2%	.
COC(=O)c1cc(OC)nc(OC)c1	-3%	5%	12	3%	8%	?
C[C@]12c3[nH]c4cc(-c5ccco5)ccc4c3CCN1C(=O)[C@@H](CC(=O)NCc1ccco1)C[C@@H]2C(=O)N1CCCCC1	.	.	-31	?	?	.
CCN(C(=O)CSc1ccc2c(c1)OCCO2)C1CCS(=O)(=O)C1 (centres undefined)	-31%	-4%	35	10%	0%	?
COC(=O)C1=C(C)N(Cc2ccccc2)C(=NCC2CC2)N[C@H]1c1ccc(Br)cc1	-10%	3%	.	.	.	?
O=C(Cn1nnc2c(cnn2-c2ccccc2)c1=O)NCc1cccs1	-33%	25%	-8	5%	?	?
CC(=O)Nc1ccc(NC(=S)NC(=O)c2ccc([N+](=O)[O-])cc2)cc1	?	-28%	0	-4%	1%	2%
CC(=O)Nc1nc(CC(C)C)cc(-c2ccccc2)c1C#N	-1%	6%	-16	8%	11%	-5%
Cc1ccc(S(=O)(=O)c2cn(Cc3cccc(C)c3)c3cc4c(cc3c2=O)OCO4)cc1	-5%	.	14	.	.	0%
Cc1ccnc(N/C=C(\C#N)c2nc(-c3cccc(Br)c3)cs2)c1	-4%	-16%	-80*	-10%	?	-1%
O=C(Nc1nc2c(Cl)cccc2s1)c1ccc([N+](=O)[O-])o1	-15%	-4%	2	-9%	-6%	-9%
CCN1C(=O)c2ccccc2S(=O)c2ccc(C(=O)N3CCCCCC3)cc21 (centres undefined)	0%	0%	37	-4%	-3%	-13%
COc1cc(C)c(CN2CCN(C(C)C(=O)NC(C)c3ccccc3)CC2)cc1OC (centres undefined)	-3%	4%	-17	0%	?	?

Four compounds out of the list, sorted by number of heavy atoms, smallest number first.
SMILES	Sm TGR block	FBPA Giardia inh	HCMV antiviral	AMA1-RON2 inh	HCV inh	AmpC detergent
O=C(Nc1nc2c(Cl)cccc2s1)c1ccc([N+](=O)[O-])o1	-15%	-4%	2	-9%	-6%	-9%
Cc1ccnc(N/C=C(\C#N)c2nc(-c3cccc(Br)c3)cs2)c1	-4%	-16%	-80*	-10%	?	-1%
O=C(Cn1nnc2c(cnn2-c2ccccc2)c1=O)NCc1cccs1	-33%	25%	-8	5%	?	?
CCN1C(=O)c2ccccc2S(=O)c2ccc(C(=O)N3CCCCCC3)cc21 (centres undefined)	0%	0%	37	-4%	-3%	-13%

Next part.
SMILES	Sm TGR block	FBPA Giardia inh	HCMV antiviral	AMA1-RON2 inh	HCV inh	AmpC detergent
O=C(c1ccc(F)cc1)c1ccc(-c2ccc(F)cc2)nc1	11%	-1%	-3	-11%	-13%	-3%
NC(=O)/C(=C\c1ccncc1)c1cccc2ccccc12	13%	4%	-36	-6%	10%	-7%
O=C(COC(=O)C1CCN(S(=O)(=O)c2cccc3cccnc23)CC1)c1ccc(F)cc1	-18%	5%	43	-3%	7%	1%
O=C(Nc1ccc2c(c1)CCCN2C(=O)c1ccco1)c1cc([N+](=O)[O-])ccc1Cl	-2%	.	-6	-16%	?	-16%
O=C1C2C3c4ccccc4C(c4ccccc43)C2C(=O)N1Cc1cccnc1 (centres undefined)	-4%	-1%	-1	4%	12%	-5%
CCN(CC(=O)NCc1ccc(Cl)cc1)C(=O)COc1cccc(C(F)(F)F)c1	-4%	.	-13	56%[activator]	?	-15%
COc1ccc(-c2nnc(-c3cc(OC)c(OC)c(OC)c3)o2)cc1OC	-23%	0%	27	-13%	?	6%
Cc1ccc(C(=O)NCC(=O)OC(C)C(=O)NCCC2=CCCCC2)cc1C (centres undefined)	-5%	1%	56	-8%	16%	-9%
CN(C(=O)COC(=O)c1ccc(-c2ccc(O)cc2)cc1)C1CCS(=O)(=O)C1 (centres undefined)	-2%	0%	-3	0%	-6%	3%
Cc1nc2cc(-c3cccc(F)c3)nn2c(C)c1CCC(=O)NC(C)CCc1ccco1 (centres undefined)	-16%	1%	.	1%	-22%	-21%
CC1CC(C)CN(CC(=O)NCCc2ccc(S(N)(=O)=O)cc2)C1 (centres undefined)	0%	2%	10	3%	12%	2%
CCCCn1c(=O)[nH]c(=O)c2c1nc(-c1cccc(OC)c1)n2C	-10%	-4%	-20	74%[activator]	20%	-6%
COc1ccc(NC(=O)CN(C)C(=O)c2ccc3c(c2)S(=O)(=O)N=C2CCCCCN23)cc1	-17%	.	-10	11%	.	0%
